Assay outcomes as filed in PubChem.
TNAP activators – human TNAP enzyme activators, primary screen, biochemical, luminescent, no phosphate acceptor, uHTS (AID 1001); purified TNAP, luminescent activation assay, no phosphate acceptor; higher activation fold means a stronger effect; one-dose activation fold at 20 µM; EC50 in µM for titrated hits; hit rate 0.03% among 200,000; in the data active = activation fold from about 3, or a potency from the dose series; inactive = the rest, 99 in 100 with activation fold below about 1.6; note: many of its hits are not listed in these tables
MT stabilizer – microtubule stabilization, imaging screen. HeLa tubulin immunostaining HCS, 24 h; share of cells brighter than vehicle mean+2SD. % tubulin-high responders, % at 10 µM. hit rate 0.83% among 200,000;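 active = plate Z-score above 3 for both tubulin-high and condensed-nucleus cell shares, with cell loss under 80%, at 10 µM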;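 note: anti alpha tubulin signal scored within the nucleus-defined area of each cell; some results filed as inactive read as strong as hits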
Dynein cargo inh – blocks dynein driven cargo transport along microtubules | 3617.4 mouse cells, GR-EGFP nuclear translocation imaging; test concentration mostly 20 µM; stimulated with dexamethasone, 1 µM; active compounds read low | hit rate 0.47% among 220,000 | z-score, hits read low;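 active = plate z-score of nuclear minus cytoplasmic receptor signal below a set negative limit, without overly bright fluorescence or cell loss, cut at about -3.5 in these data, passing the limit was not always enough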;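 note: z-score of nuclear minus cytoplasmic ring GR-EGFP intensity difference per well; some compounds called inactive have numbers as strong as hits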
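medium = tetracycline-free induction medium containing charcoal-stripped FBS | also added = 1.0 µM final dexamethasone stimulus | schedule = 48 h induction, 1 h compound, 30 min dex at 37 °C | technique = fixed, Hoechst-stained cells imaged at 10x for EGFP | measure = GR-EGFP nuclear translocation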
T cell HTS – modulates CD8 T cell binding to vesicles | hit rate 0.068% among 330,000 | calls only at 7 µM | 2C CD8+ T cell-vesicle binding, flow cytometry; active compounds read low;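 active = response, share of CD8 T cells binding vesicles, and their 90th percentile fluorescence all below set limits, cut at about 80% in these data, passing the limit was not always enough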
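Read-out – percent CD8+ FL2 mean versus row control · System – murine 2C transgenic CD8+ T lymphocytes · Times – 1.5 h cell–vesicle binding at 37 °C, then 20 min icy labelling · Control set – naked vesicles low, QL9 vesicles with vehicle high · Detection – cytometric PE anti-B7-1 and Alexa647 anti-CD8 signals after 1% paraformaldehyde fixation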
bCat nuc transl – beta-catenin nuclear translocation modulation. HeLa beta-catenin nuclear translocation, immunofluorescence imaging. nuclear translocation activity, % at 5 µM. hit rate 0.3% among 190,000;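 active = nuclear translocation activity above 50% at 5 µM, with a well cell count of 50 or more; inconclusive = wells under 50 cells across six images, flagged as toxic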;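 note: per-cell ratio of nuclear to cytoplasmic median beta-catenin stain intensity; plate controls were DMSO negative control for no effect and GSK-3 inhibitor IX positive control for full effect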
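Test system: human HeLa cell line; Doses: 5 µM primary, 0.02–20 µM confirmation; Incubation: 24 h compound exposure, 37°C; Detection: beta-catenin immunofluorescence imaging with DAPI; Read-out: beta-catenin nuclear/cytoplasmic ratio, % activation.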
Hep lipid drop – modulators of hepatic lipid droplet formation | AML12 mouse hepatocytes, oleate lipid droplets, BODIPY imaging | inhibition, % at 6.5 µM | hit rate 0.4% among 240,000;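 active = lipid droplet intensity inhibited by at least 50%, with more than 500 cells counted; inconclusive = wells with under 300 cells, treated as cytotoxic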
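Test system: AML12 hepatocytes (mouse); reagent: oleate loading, 100 µM; dosing: one dose, 6.5 µM compound; incubation: overnight exposure; signal: fluorescence imaging, 20x objective, two fields per well; read-out basis: % inhibition of corrected integrated BODIPY droplet signal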
human PMI inhibition – inhibitors of human PMI, primary screen, biochemical, fluorescence intensity, coupled assay (AID 1209); hit rate 0.42% among 190,000; purified PMI enzyme, coupled fluorescence intensity; higher % means a stronger effect; inhibition, % at 20 µM; hits with a dose series show IC50 in µM; in the data active = inhibition above about 50%;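 note: plate controls were DMSO vehicle for no effect and wells lacking substrate for full effect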
Myeloid diff MLP – myeloid differentiation induction | ER-HoxA9 myeloid progenitors, lysozyme-GFP differentiation, flow cytometry | calls only at 10 µM | hit rate 1% among 360,000;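 active = normalized GFP-positive differentiation at or above the plate's own cutoff, the solvent-only control mean plus 3 SD; inconclusive = no clear call, values can overlap the other calls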;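 note: cells exposed to compound for four days before flow analysis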
Ins promoter up – MIN6 insulin promoter up-regulation; hit rate 0.3% among 190,000; z-score at 5 µM; AID 1625; MIN6 insulin promoter-GFP reporter, high-content imaging; active compounds read high;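 active = z-score above 3 at 5 µM with at least 500 cells counted in the well; inconclusive = wells under 500 cells, flagged as cytotoxic or low count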
Dynein cargo inh cytoplasmic EGFP – second read-out of Dynein cargo inh, no call of its own (marks repeat the call); z-score; measured here: cytoplasmic GR-EGFP intensity; active compounds read high
Dynein cargo inh nuclear GR-EGFP – further read-out of Dynein cargo inh, marked with its call; z-score; measured here: nuclear GR-EGFP intensity;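 lower value marks the stronger effect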
Dynein cargo inh cell count – also measured in Dynein cargo inh; calls as there; z-score; measured here: cell count per field
Ins promoter up cell count – further read-out of Ins promoter up, marked with its call; cell count; measured here: cytotoxicity, nuclei count;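 total cells summed across four imaged fields per well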
Hep lipid drop cells 6.5 µM – second read-out of Hep lipid drop, no call of its own (marks repeat the call); cell count; measured here: cell count, cytotoxicity flag;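 cells counted across two imaged fields per well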
bCat nuc transl cell count 5 µM – second read-out of bCat nuc transl, no call of its own (marks repeat the call); cell count; measured here: cell count, cytotoxicity flag
T cell HTS vesicle-bound % – further read-out of T cell HTS, marked with its call; double positive events, %; measured here: CD8+ vesicle-bound cell fraction;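 binding gate set so that unloaded-vesicle control wells show 10% double positive cells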
MT stabilizer Hoechst-high % – further read-out of MT stabilizer, marked with its call; % Hoechst-high responders; measured here: nuclear condensation Hoechst responders;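 share of cells brighter than vehicle mean plus two SD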
MT stabilizer cytotoxicity % – further read-out of MT stabilizer, marked with its call; toxicity, %; measured here: cytotoxicity by cell density;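 0% = mean cell density of plate MIN control wells and 100% = no cells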
Myeloid diff MLP GFP+ MAC1+ % – also measured in Myeloid diff MLP; calls as there; GFP+ MAC1+ double positive, %; measured here: differentiation confirmed by MAC1 staining
Starred values were filed as active, the others as inactive; i = inactive; ? = inconclusive; . = not tested or not shown.

no.	SMILES	TNAP activators	MT stabilizer	MT stabilizer Hoechst-high %	MT stabilizer cytotoxicity %	Dynein cargo inh	Dynein cargo inh cytoplasmic EGFP	Dynein cargo inh nuclear GR-EGFP	Dynein cargo inh cell count	T cell HTS	T cell HTS vesicle-bound %
1	CC(=O)OCC(=O)Nc1cc(S(=O)(=O)N2CCCCCC2)ccc1Cl	1.1	1.9	3.4	6.9	-1.09	-0.246	-0.94	1.27	i	22.1
2	O=[N+]([O-])c1cc2c(cc1/C=N/n1c(-c3ccccc3)n[nH]c1=S)OCO2	1	3.3	1.8	7.4	0.908	1.03	0.499	7.27	i	9.0
3	O=S(=O)(Cc1ccccc1)NCc1ccccn1	1.1	2.5	1.8	3.2	0.063	-0.256	0.0876	-0.223	i	11.8
4	O=C(CNCCc1ccc(Cl)cc1Cl)NCc1ccco1	1.1	1.0	1.6	1.9	0.0264	-0.157	0.0187	-0.805	i	58.9
5	COC(=O)c1ccc(Cl)c(NC(=O)CSc2ncn[nH]2)c1	1	3.1	2.1	6.0	-0.469	-0.21	-0.412	-0.00329	i	51.0
6	Cc1n[nH]c(C)c1NC(=O)c1cc([N+](=O)[O-])ccc1Cl	1.1	2.4	1.4	8.8	-0.922	-0.298	-0.654	0.771	i	39.7
7	CCOC(=O)C1=C(C)NC(C)=C(C(=O)OCC)C1c1ccc(C)o1	.	.	.	.	0.314	-0.288	0.123	-0.23	i	32.2
8	Cc1ccccc1NC(=S)N1CCCN(Cc2ccc(F)cc2)C1	1.1	2.3	1.7	2.0	0.323	-0.377	-0.186	1.15	i	54.1

no.	bCat nuc transl	bCat nuc transl cell count 5 µM	Hep lipid drop	Hep lipid drop cells 6.5 µM	human PMI inhibition	Myeloid diff MLP	Myeloid diff MLP GFP+ MAC1+ %	Ins promoter up	Ins promoter up cell count
1	-0.7	973	-3.7	685	3.0%	i	0.3	.	.
2	-1.2	768	.	.	2.1%	i	0.3	0.07	1257
3	-2.2	1175	-3.6	782	-1.2%	i	1.8	-0.12	1270
4	-3.0	1093	-1.9	680	-11.1%	i	0.5	-0.4	1409
5	.	.	-14.7	635	0.0%	i	1.0	.	.
6	1.3	1079	5.7	721	-16.2%	i	0.2	0.16	1187
7	-0.4	1137	-37.3	724	.	i	0.3	-0.28	1236
8	0.1	976	0.0	751	-6.6%	i	0.6	-1.08	1198

Remaining list, next part
no.	SMILES	TNAP activators	MT stabilizer	MT stabilizer Hoechst-high %	MT stabilizer cytotoxicity %	Dynein cargo inh	Dynein cargo inh cytoplasmic EGFP	Dynein cargo inh nuclear GR-EGFP	Dynein cargo inh cell count	T cell HTS	T cell HTS vesicle-bound %
9	C=CCSC1=Nc2sccc2C2=NC(=O)CN12	.	2.6	1.9	9.6	-0.515	-0.233	-0.843	1.38	i	4.5
10	Cc1c(Cl)c([N+](=O)[O-])nn1Cc1ccc(C(=O)N/N=C\c2cc(Cl)ccc2O)o1	1.1	5.2	1.7	20.8	0.478	-0.204	-0.557	0.502	i	51.8
11	CSc1ccc(CN2CCC(CO)(Cc3ccc(Cl)cc3)CC2)cc1	1	2.4	1.9	6.0	0.378	0.065	0.504	-1.14	i	37.4
12	CC[C@]12CCCN3CCc4c(n(c5ccccc45)C(=O)C1)C32 (stereo partly drawn)	.	.	.	.	-0.308	-0.229	-0.384	-0.14	i	11.6
13	COc1ccc(/C=C2\SC(=S)N(CCCC(=O)NNC(=O)c3ccccc3O)C2=O)cc1	1.8	4.1	4.3	3.4	0.527	-0.156	0.717	-1.26	i	21.1
14	O=[N+]([O-])c1cccc(/C([O-])=C(/C(=S)Nc2ccccc2F)[n+]2ccccc2)c1	1	4.8	0.9	3.4	-0.238	-0.282	0.0375	0.122	i	29.6
15	COCCn1c(C(C)C)nc2oc3ccccc3c(=O)c2c1=O	1.1	3.2	2.8	8.2	-0.926	-0.0986	-0.53	0.412	i	21.8
16	CCOC(=O)c1sc2nc(CSc3ccccc3)nc(NCCN(C)C)c2c1C	1	2.6	2.6	8.8	1.43	0.493	0.176	-2.13	i	54.8

no.	bCat nuc transl	bCat nuc transl cell count 5 µM	Hep lipid drop	Hep lipid drop cells 6.5 µM	human PMI inhibition	Myeloid diff MLP	Myeloid diff MLP GFP+ MAC1+ %	Ins promoter up	Ins promoter up cell count
9	.	.	.	.	-13.2%	i	0.5	.	.
10	.	.	.	.	-10.4%	?	.	.	.
11	-0.7	992	-17.7	715	5.0%	i	0.0	.	.
12	-1.3	1111	6.6	649	.	.	.	0.32	1423
13	-4.2	1125	0.7	678	-20.1%	.	.	0.23	1527
14	2.8	1043	2.1	724	20.2%	i	0.7	0.35	1240
15	-5.7	749	.	.	-0.4%	i	0.4	1.59	1256
16	-2.7	1057	6.4	677	-9.5%	i	0.7	.	.

Next section
no.	SMILES	TNAP activators	MT stabilizer	MT stabilizer Hoechst-high %	MT stabilizer cytotoxicity %	Dynein cargo inh	Dynein cargo inh cytoplasmic EGFP	Dynein cargo inh nuclear GR-EGFP	Dynein cargo inh cell count	T cell HTS	T cell HTS vesicle-bound %
17	CN1CCN(C(=O)CSc2nc(-c3ccncc3)ccc2C#N)CC1	1	3.5	2.0	4.2	-0.836	-0.206	0.266	0.884	i	48.2
18	COc1ccc(NC(C)=O)cc1NC(=O)CCn1c(=O)sc2ccccc21	1.1	4.1	2.0	5.5	-0.442	-0.193	-0.466	0.149	i	25.5
19	CCOc1nonc1C(=N)/C(C(C)=O)=C(\C)O	1.2	4.7	2.6	9.2	-0.337	-0.214	0.11	0.00399	i	39.4
20	Cc1c(-c2ccnc3cc(C(=O)O)nn23)cnn1C	1.1	2.7	3.6	8.3	-0.086	-0.313	-0.032	0.317	i	43.8
21	CC1CCCCN1C(=O)c1cc(-c2ccc(Cl)c(Cl)c2)on1 (stereo not drawn)	1.2	2.4	2.3	8.6	-0.689	-0.204	-0.282	0.327	i	53.6
22	O=C(Cc1c(O)c2ccccc2[nH]c1=O)NC1CCCCCC1	1.1	2.8	1.1	5.0	1.76	-0.0292	1.52	-1.1	i	52.9
23	Cc1ccc(C=Nc2ccccc2C(N)=O)cc1	1.1	30.6*	22.8*	36.9*	0.058	-0.364	0.225	0.674	i	11.1
24	Cc1ccc(S(=O)(=O)NCCC(=O)Nc2cccc(Cl)c2)cc1	1.1	1.2	2.4	9.0	-0.201	-0.212	-0.11	0.512	i	49.5
25	C/C(=C/c1ccccc1)C(=O)N1CC(C)OC(C)C1 (stereo not drawn)	1.1	1.6	1.8	5.7	0.612	0.151	1.1	-1.79	i	49.4

no.	bCat nuc transl	bCat nuc transl cell count 5 µM	Hep lipid drop	Hep lipid drop cells 6.5 µM	human PMI inhibition	Myeloid diff MLP	Myeloid diff MLP GFP+ MAC1+ %	Ins promoter up	Ins promoter up cell count
17	-7.9	993	.	.	-15.5%	i	0.6	1.04	1273
18	-5.6	638	-4.4	725	-4.1%	i	4.5	.	.
19	0.5	1136	.	.	-7.8%	i	0.7	-0.19	941
20	-0.3	1164	21.8	661	-12.6%	i	0.1	-0.32	1284
21	-4.6	1008	.	.	10.2%	i	3.8	0.52	1357
22	-4.6	841	.	.	7.1%	i	0.7	-0.18	1298
23	.	.	-4.0	761	8.0%	i	0.6	0.24	866
24	-1.0	1155	-29.0	564	5.7%	i	0.6	-0.35	1402
25	3.9	869	8.7	694	-7.4%	i	0.1	0.08	1640

4 entries from above, with tabs:
#	SMILES	TNAP activators	MT stabilizer	MT stabilizer Hoechst-high %	MT stabilizer cytotoxicity %	Dynein cargo inh	Dynein cargo inh cytoplasmic EGFP	Dynein cargo inh nuclear GR-EGFP	Dynein cargo inh cell count	T cell HTS	T cell HTS vesicle-bound %	bCat nuc transl	bCat nuc transl cell count 5 µM	Hep lipid drop	Hep lipid drop cells 6.5 µM	human PMI inhibition	Myeloid diff MLP	Myeloid diff MLP GFP+ MAC1+ %	Ins promoter up	Ins promoter up cell count
25	C/C(=C/c1ccccc1)C(=O)N1CC(C)OC(C)C1 (stereo not drawn)	1.1	1.6	1.8	5.7	0.612	0.151	1.1	-1.79	i	49.4	3.9	869	8.7	694	-7.4%	i	0.1	0.08	1640
20	Cc1c(-c2ccnc3cc(C(=O)O)nn23)cnn1C	1.1	2.7	3.6	8.3	-0.086	-0.313	-0.032	0.317	i	43.8	-0.3	1164	21.8	661	-12.6%	i	0.1	-0.32	1284
18	COc1ccc(NC(C)=O)cc1NC(=O)CCn1c(=O)sc2ccccc21	1.1	4.1	2.0	5.5	-0.442	-0.193	-0.466	0.149	i	25.5	-5.6	638	-4.4	725	-4.1%	i	4.5	.	.
19	CCOc1nonc1C(=N)/C(C(C)=O)=C(\C)O	1.2	4.7	2.6	9.2	-0.337	-0.214	0.11	0.00399	i	39.4	0.5	1136	.	.	-7.8%	i	0.7	-0.19	941
